Compound activity: PubChem, several laboratories
KKLEB tox: cytotoxicity in KKLEB CF airway cells, primary screen, cytotoxicity control for CF NF-kB inhibitor project, cell-based, uHTS, fluorescence assay plates | AID 602141, 2011 | actives 0.36% (n = 360,000) | activity change (cytotoxicity), % at 5 µM | KKLEB CF airway cells viability, ATPlite luminescence, overnight; hits give low values; cells stimulated with P. aeruginosa culture filtrate;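 active = corrected activity change at or below -50% at 5 µM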
CaV13 ICDI inh: Primary screen for inhibitors of IQ motif and Ca2+-dependent inactivation inhibitor domain binding in CACNA1D, Förster resonance energy transfer in living cells, …; AID 743397; HEK cells, CFP/YFP FRET ICDI-IQ, plate reader, 10 min; percent FRET-ratio fall versus neutral wells; actives 0.098% (n = 340,000); inhibition, % at 12.3 µM;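 active = mean replicate inhibition of at least 30% and at least 1% of replicates passing that level; inconclusive = only one of the two criteria is met; inactive = neither criterion is met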;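 also: 0% = median of the neutral control wells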
NR2E3 ag-1: inhibitors of NR2E3-RetCOR corepressor binding, primary screen, NR2E3 agonist project, biochemical, TR-FRET, GST-NR2E3, biotin-RetCOR. inhibition of corepressor binding, % at 4.78 µM. actives 0.12% (n = 320,000). Photoreceptor-specific nuclear receptor (Homo sapiens), Q9Y5X4. 1536-well. AID 2300, 2010;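 active = percent inhibition above the cutoff of mean plus 3 SD of all tested compounds, set per screening campaign, cut at about 20% in these data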;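 also: 0% = DMSO wells and 100% = biotin wells as full block of FRET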
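Material: NR2E3–RetCOR corepressor complex / Incubation: Compound–protein incubation for 5 h at 4 °C / Dosing: compound at 4.8 µM, single dose / Detection: time-resolved FRET / Benchmarks: high control biotin, low control 0.6% DMSO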
Peg3 prom inh: Peg3 promoter-driven luciferase inhibitors, primary screen, cell-based, HeLa, luciferase luminescence. HeLa PEG-Prom luciferase reporter, overnight. inhibition, % at 20 µM. actives 1.7% (n = 360,000). AID 588405, 2011;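 active = inhibition of at least 50% at 20 µM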
CF NFkB inh: inhibitors of PAF-induced NF-kB signaling, primary screen, cell-based, GFP fluorescence, uHTS. KKLEB NF-kB-GFP reporter, GFP fluorescence overnight. inhibition, % at 5 µM. actives 0.86% (n = 360,000). AID 588850, 2011;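 active = at least 50% inhibition at 5 µM, scaled per plate between neutral and stimulator controls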;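 also: PAF is a Pseudomonas aeruginosa culture filtrate used as stimulus; plate controls were PAF-stimulated DMSO wells for no effect and unstimulated DMSO wells for full effect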
Shn3 3UTR inh: reduction of Shn3 3'UTR firefly luciferase signal, primary screen, Schnurri-3 inhibitor project, cell-based, Clone20 osteoblasts, set 2; AID 588674, 2011; Clone20 osteoblast Shn3 3'UTR firefly luciferase, 24 h; actives 0.52% (n = 360,000); inhibition, % at 12.5 µM;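 active = mean inhibition of at least 75% with every replicate also reaching 75%; inconclusive = mean inhibition at least 75% but some replicate below; inactive = mean inhibition below 75%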;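 also: 0% = median of neutral control wells and 100% = pilot-screen positive control compound; some compounds past the cut are filed as inactive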
NR2E3 ag-2: NR2E3 agonists in two-hybrid cells, primary screen, cell-based, luminescence, CHO-S, Gal4-NCOR/VP16-NR2E3 | AID 602229, 2012 | actives 0.35% (n = 360,000) | luciferase | inhibition of corepressor binding, % at 3.98 µM;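 active = inhibition above the mean of all tested compounds plus 3 SD, cut at about 70% in these data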;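 also: 0% = DMSO with NR2E3 transfected cells and 100% = cells lacking NR2E3 construct; higher means lower luciferase signal from less NR2E3 corepressor binding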
HIF-2a inh: HIF-2a reporter inhibitors, primary screen, luminescence, 786-0 RCC cells; 786-0 RCC cells HIF-2a reporter, luciferase luminescence, overnight; inhibition, % at 18.8 µM; actives 0.72% (n = 360,000);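 active = inhibition of the luminescence signal of 40% or more relative to plate controls, in a single-dose primary screen at 18.75 µM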
PDI turbidity: inhibitors of human PDI, primary screen, biochemical, turbidity, single point, plate reader | actives 0.052% (n = 350,000) | Protein disulfide-isomerase (Homo sapiens), P07237 | PDI insulin aggregation turbidity, A650, 90 min | inhibition, % at 10 µM;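 active = mean inhibition across replicates of 30% or more, whatever share of single replicates reach that level; inconclusive = mean inhibition below 30% while every single replicate reaches 30%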;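 also: absorbance from insulin aggregation driven by PDI reduction with DTT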
Vif inh: HIV Vif self-association inhibitors, primary screen, imaging, HEK293T, single point | HEK293T cells, Vif self-association by quenched fluorescence, 24 h | actives 0.35% (n = 340,000) | inhibition, % at 7.49 µM; in the data active = inhibition above about 50%, passing the limit was not always enough; inconclusive = no clear call, values can overlap the other calls; inactive = below about 31%; also: some results filed as inactive read as strong as hits
TRPM1 prom inh: inhibitors of MITF-dependent TRPM1 promoter reporter, primary screen, cell-based, SK-MEL-5, single point, luciferase. SK-MEL-5 TRPM1 promoter luciferase, 24 h. inhibition, % at 12.5 µM. actives 0.83% (n = 330,000). AID 488899, 2010;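 active = mean inhibition across replicates of 60% or more, whatever share of single replicates reaches that level; inconclusive = some that reach 60%, reason not given; inactive = mean inhibition across replicates below 60%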; also: values of inactives mirror those of a sister screen read the other way
Starred values were filed as active, the others as inactive; ? = inconclusive; / = no result given.

The line under a structure holds: KKLEB tox, CaV13 ICDI inh, NR2E3 ag-1, Peg3 prom inh, CF NFkB inh, Shn3 3UTR inh, NR2E3 ag-2, HIF-2a inh, PDI turbidity, Vif inh, TRPM1 prom inh
COc1ccc(-n2nnnc2SCC(=O)Nc2ccccc2)cc1
    4.7, -4.9, 2.7, 8.9, 9.6, 0.5, 9.2, -4.9, -13.2, 2.5, 4.7
CNC(=S)SCCOc1ccccc1C
    -8.5, -2.5, -3.0, -13.7, -4.9, -27.2, -38.9, -13.8, 13.7, -2.6, 1.1
CSCCC(NC(=O)C1CCC(C)CC1)C(=O)NCc1ccco1 (stereo unspecified)
    3.4, -4.4, -2.1, 12.3, -11.4, 7.1, 16.8, 12.4, -7.6, -10.8, -12.5
Cc1ccc(NC(=S)Nc2cccc3ccccc23)cc1
    3.5, -6.2, -3.5, -156.7, -11.2, -23.2, -34.8, -142.5, -2.0, 18.1, 10.1
CN(C)C(=O)CNC(=O)C1CCCCC1
    -9.9, /, 1.0, 5.8, 14.0, 16.5, 0.1, 14.2, -6.3, 8.5, -10.8
O=C(Nc1ccccc1C(=O)N1CCCC1)c1ccccc1
    -2.5, -9.2, 2.3, 5.0, 11.0, 1.1, -8.0, -1.6, -0.1, -4.1, 14.0
CCc1nc(N2CCN(C(=S)NCCCOC)CC2)c2c3c(sc2n1)CCCC3
    -9.8, -20.8, 1.3, 20.8, 20.3, 22.1, -2.0, 14.7, -2.8, -2.9, -6.7
CC(=O)Nc1sc2c(c1C(N)=O)CCCC2
    4.6, -6.4, 0.7, -2.6, 6.3, -6.8, 2.1, -0.7, 4.0, -2.6, -2.0
CCOC(=O)C1(C)CCN1C(=O)c1ccoc1 (stereo unspecified)
    -6.9, -5.9, /, 4.7, 10.7, -0.8, 13.6, 4.6, 8.4, 12.4, /
CNC(=O)COC(=O)/C=C/c1nc2ccccc2s1
    1.4, -4.5, -0.2, 9.1, -9.1, -17.5, 0.9, -3.1, -6.6, -7.2, 1.1
O=C(NCCCN1CCCC1=O)c1c(O)nc2ccccn2c1=O
    -15.9, -2.4, 2.3, 5.2, 12.7, 3.7, -8.5, 15.5, 6.5, 0.8, 3.2
CCc1nnc2n1N=C(c1cccc([N+](=O)[O-])c1)CS2
    -3.7, 3.3, -0.1, 12.6, -4.5, -8.3, 4.1, 9.0, 9.8, 9.1, 7.1
Clc1ccc(C(CCN2CCCC2)Cc2ccccc2)cc1 (stereo unspecified)
    -1.1, -10.9, -3.4, -16.1, -15.4, -1.5, 4.8, 8.2, 1.2, -11.5, -27.4
CC(NC(=O)NC(N)=O)(C(F)(F)F)C(F)(F)F
    -6.5, -8.8, -3.1, 3.2, -5.1, -2.7, 5.1, -1.4, 0.2, 1.1, 5.7
Cc1scc(C(=O)NNC(=S)NCC2CCCO2)c1-c1ccccc1 (stereo unspecified)
    13.4, -3.3, -0.1, 19.6, -1.4, -31.7, -28.4, 13.8, 3.4, 2.0, 7.9
CSc1ncccc1C(=O)NC1CCCCCCC1
    -0.2, -18.7, 0.3, 1.1, -13.0, 1.7, 18.6, -9.1, -14.7, 7.6, -34.8
CCOc1ccc(/C(O)=C2/C(=O)C(=O)N(CCN(CC)CC)C2c2cccs2)cc1 (stereo unspecified)
    -6.9, -3.7, 5.2, -53.6, 10.4, -44.3, -42.4, -79.6, 0.2, 8.6, -13.7
Oc1ccc(/C=N/Nc2cccc3cccnc23)c(O)c1
    7.2, -8.1, -1.4, -298.1, -35.2, -18.5, -27.4, -426.3, -5.2, /, -44.9
Cc1ccccc1C(=O)Oc1ccc(Cl)cc1C(=S)N1CCOCC1
    6.5, -6.5, -1.9, 28.7, 10.0, 12.4, -15.4, 16.4, -1.6, -3.1, 2.1
O=C(O)CCn1nc(-c2ccc(F)cc2)cc(Cc2ccccc2)c1=O
    1.9, /, 1.2, -66.4, -2.1, 10.8, 9.9, 16.4, -5.8, -2.9, 7.7
CC(=O)Nc1cccc(-c2ccnc3c2CC(C)(C(=O)NCc2ccc(N(C)C)cc2)O3)c1 (stereo unspecified)
    -7.2, 28.2, /, 3.1, -14.7, 19.0, 1.8, -7.5, 4.2, -5.9, /
CCOC(=O)c1cnc(SCc2nc(N)nc(Nc3ccc(OC)cc3)n2)nc1N
    0.7, -4.6, -4.8, -18.6, 2.5, 3.7, 13.6, -28.4, 1.8, -15.2, -3.0
CCN1CCN(C(=O)c2cc(-c3ccco3)nc3ccccc23)CC1
    9.1, -6.6, 4.5, 5.5, -38.7, 8.6, 5.4, -8.4, 3.9, ?, -5.3
Cc1ccc2cc(CN(Cc3ccco3)C(=O)NC3CCCCC3)c(=O)[nH]c2c1C
    -13.0, -6.8, 2.7, 16.6, 0.4, 46.3, -17.1, 20.9, 0.5, -8.7, 7.8
Cc1ccccc1OCC(=O)OCC(=O)Nc1cc(S(C)(=O)=O)ccc1Cl
    8.0, -5.9, 0.3, 2.5, 1.8, -14.6, 7.0, 11.3, 3.0, 6.3, 8.4
CC(NC(=O)COC(=O)C1CCCCC1)c1ccccc1 (stereo unspecified)
    -7.5, -5.4, /, 2.6, -3.2, 9.9, 18.8, 11.0, -4.8, -0.7, 16.7
C=C(C)c1cccc(C(C)(C)NC(=O)N2CCCC(C(N)=O)C2)c1 (stereo unspecified)
    -9.1, 1.0, 0.3, 18.6, 6.6, -7.4, -20.9, 1.7, -2.4, -8.4, 6.8
COc1cccc(C(=O)Nc2cccc(S(=O)(=O)NC3=NCCC3)c2)c1
    -4.6, -2.1, 0.0, -9.0, 7.7, 5.3, -14.3, 11.2, -2.5, -6.9, 6.5
CC(C)CC(=O)Nc1c2c(nn1-c1cccc(Cl)c1)CS(=O)C2 (stereo unspecified)
    7.2, -4.1, 2.5, -2.4, -19.9, 12.3, -28.0, 0.7, 13.4, -10.1, -2.3
Cc1ccc(S(=O)(=O)CCC(=O)OC(C)C(=O)c2c(C)[nH]c3ccccc23)cc1 (stereo unspecified)
    11.9, -4.7, 3.7, 6.1, -6.1, -14.4, -11.5, 15.1, 8.5, -2.7, 1.5
CC1CCC2(CC1)NC(=O)N(CC(=O)Nc1cccc(S(=O)(=O)N3CCOCC3)c1)C2=O (stereo unspecified)
    -8.0, -5.6, 6.0, 5.2, 0.8, -20.8, -16.5, 17.7, -9.0, /, -16.3
CC(C)(C)Cc1nnc(NC(=O)c2ccc3c(c2)OCO3)s1
    -4.1, -4.2, 3.6, -242.7, 7.2, -89.0, -85.5, -234.7, 11.3, 0.9, -73.5
COc1ccc(S(=O)(=O)N2CCOCC2)cc1NC(=O)CSc1n[nH]c(=O)n1C1CC1
    0.6, -2.4, 5.4, 13.9, 13.5, 4.4, -5.4, 4.2, 16.4, -2.3, 7.4
O=C(N/N=C/c1ccc(Cl)c([N+](=O)[O-])c1)c1cc(-c2ccccc2)nc2ccccc12
    -27.4, -4.2, -1.3, 108.1*, 12.4, 2.7, 11.9, -318.8, 1.7, 11.4, 1.3
COc1ccc(C2CC(c3ccccc3)=NN2c2ccc(Cl)c(C(=O)O)c2)cc1 (stereo unspecified)
    27.2, 5.7, -1.4, -85.9, -9.3, -28.1, -22.7, -110.4, -3.5, -0.1, -13.1
O=C(NCCC1CCCCN1S(=O)(=O)c1ccccc1)C(=O)NC1CC1 (stereo unspecified)
    -8.8, -7.0, -1.4, 11.9, 11.0, -12.2, -31.7, 21.3, -2.4, -6.4, -3.1
c1ccc2c(c1)nc1sccn12
    4.4, -3.3, 0.5, -4.8, -1.1, 1.8, -3.1, 0.4, 0.7, 13.6, -0.9
Cn1c(=O)n(C)c2cc(N3CCCCC3)c(NC(=O)c3ccccc3)cc21
    12.7, -1.8, 4.3, 15.4, -16.3, -2.9, -9.7, 5.1, 0.1, 2.7, 11.3
COC(=O)[C@]1(C)N[C@H](CN(C)S(=O)(=O)c2ccc(C)cc2)[C@@H]2C(=O)N(Cc3ccccc3)C(=O)[C@@H]21
    -1.9, -4.9, /, 7.4, 11.5, -0.5, 16.2, 5.0, -2.5, -4.0, -6.3
CCCC(=O)NC(=S)Nc1cc(-c2nc3ncccc3o2)ccc1C
    0.5, -17.7, -0.5, -4.0, -12.0, 8.1, -14.5, -20.0, 0.4, -14.4, 5.7
COc1ccc(-n2c(-c3ccc(Br)cc3)c[n+]3c2CCc2ccccc2-3)cc1
    -36.1, -0.2, 3.2, 19.0, 19.5, ?, -12.2, 13.8, -9.4, 3.6, 97.5*
O=C1CC(c2ccccc2)n2nc(NC(=O)C3CCCO3)nc2N1 (stereo unspecified)
    -2.6, /, 4.3, 7.9, 7.8, 13.7, 3.4, 3.8, -0.4, 2.4, 6.3
COc1ccc(NC(=O)C(=O)NCCC2CCCCN2S(=O)(=O)c2ccc(F)cc2)cc1 (stereo unspecified)
    -10.6, -5.5, -1.6, 28.4, 27.7, 16.1, -44.1, 16.9, 0.1, -3.2, 45.4
CC12CC3(C)CC(C)(C1)CC(C(=O)NC1=NCCS1)(C2)C3
    4.0, -8.1, 1.9, 1.0, -14.7, -14.2, 7.8, 13.5, 4.5, -1.8, -17.2
CC(C)Nc1nc(Cl)nc(N(C#N)CN2C(=O)c3ccccc3C2=O)n1
    -0.5, -2.8, 3.5, 95.0*, 0.5, 0.6, 12.4, -11.2, 7.5, -5.4, 56.7
CCN(C(=O)COC(=O)c1ccc(-n2c(C)ccc2C)cc1)c1c(N)n(Cc2ccccc2)c(=O)[nH]c1=O
    -7.7, -5.5, /, -2.9, -7.9, -22.9, -3.5, 0.9, -3.1, 17.5, -0.8

Quoted from the listing.
COc1ccc(S(=O)(=O)N2CCOCC2)cc1NC(=O)CSc1n[nH]c(=O)n1C1CC1 in Peg3 prom inh is entered as 13.9
Cn1c(=O)n(C)c2cc(N3CCCCC3)c(NC(=O)c3ccccc3)cc21 in CF NFkB inh is entered as -16.3
